yeast mlh1 rad18 = NCI yeast anticancer drug screen, S. cerevisiae mlh1 rad18 strain | growth inhibition, % at 50 µM | actives 11% (n = 79,000) | AID 175;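 also: 0% = growth of vehicle-only cultures of the same strain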
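Compound-treated yeast growth, normalised to vehicle controls. Strain bears defined DNA repair mutations.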
yeast mec2-1 = NCI yeast anticancer drug screen, S. cerevisiae mec2-1 strain; % growth inhibition at 50 µM; actives 9% (n = 79,000); AID 157;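 also: 0% = growth of vehicle-only cultures of the same strain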
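Yeast mec2-1 mutant treated with compound. Readout: growth inhibition vs vehicle controls.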
sgs1 mgt1 = NCI yeast anticancer drug screen, S. cerevisiae sgs1 mgt1 strain. % growth inhibition at 50 µM. actives 10% (n = 78,000);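 also: 0% = growth of vehicle-only cultures of the same strain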
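This yeast growth screen uses a strain with defined DNA-repair lesions; compound-treated growth is compared with vehicle-treated growth.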
yeast rad50 = NCI yeast anticancer drug screen, S. cerevisiae rad50 strain; growth inhibition, % at 50 µM; actives 10% (n = 79,000); AID 155;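 also: 0% = growth of vehicle-only cultures of the same strain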
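Compounds were tested on a yeast strain with an engineered DNA damage repair alteration; the reported value is growth inhibition normalised to vehicle treatment.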
yeast bub3 = NCI yeast anticancer drug screen, S. cerevisiae bub3 mutant strain. % growth inhibition at 50 µM. actives 9.9% (n = 78,000);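 also: 0% = growth of vehicle-only cultures of the same strain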
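Inhibition values come from growth of compound-treated mutant yeast normalised to vehicle-treated controls.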
yeast cln2 rad14 = NCI yeast anticancer drug screen, S. cerevisiae cln2 rad14 strain. growth inhibition, % at 50 µM. actives 8.3% (n = 78,000). AID 165;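 also: 0% = growth of vehicle-only cultures of the same strain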
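Growth of compound-exposed yeast (cln2 rad14 genotype) measured and expressed as inhibition relative to vehicle.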
An asterisk follows results filed as active; & = joins results of further samples; ! = not confirmed by another sample. Rule as the data show it: active = growth inhibition above about 70%; inactive = the rest.

Order of results – yeast mlh1 rad18	yeast mec2-1	sgs1 mgt1	yeast rad50	yeast bub3	yeast cln2 rad14
1: CCC(/C=N/N=C(N)N)=N\N=C(N)N
    -10	-3	-1	8	20	-18
2: N#CC(C#N)=Cc1cccc(F)c1
    32	25	19	37	20	16
3: Cc1cc([N+](=O)[O-])c(O)c([N+](=O)[O-])c1C
    54	27	63	67	63	45
4: CCC1(C(C)C=C(C)C)C(=O)NC(=O)NC1=O (stereo not drawn)
    -10	-12	-5	-29	10	1
5: c1cc2c(cc1NC1=NCCO1)OCO2
    -25	-19	-4	-23	-14	1
6: c1ccc(C[n+]2ccc(-c3ccccc3)cc2)cc1
    -20	6	0	-6	-7	-7
7: S=P1(c2ccccc2)C=C(N2CCCC2)CC1 (stereo not drawn)
    20	20	17	20	12	2
8: CC([NH-])C[NH-].[Na+].[O]=[Co][O-] (stereo not drawn)
    10	12	24	8	0	-22
9: OC(CN(C1CCCCC1)C1CCCCC1)c1ccc(Cl)c(Cl)c1 (stereo not drawn)
    -28	-31	-14	-3	35	-36
10: CC(Br)C(=O)OCC(C)(C)C (stereo not drawn)
    3	-4	6	3	2	5
11: CC(C)[CH2][Sn](=[O])[c]1ccccc1
    99*	100*	100*	99*	100*	95*
12: CNC(=O)Oc1cc(C(C)C)c(N(C)C)cc1C
    6	21	2	-6	13	-6
13: C=C(C)[C@H]1CN[C@H](C(=O)O)[C@H]1CC(=O)O
    5	-5	-6	-6	-6	-20
14: COC(=O)C1(O)c2ccccc2N=C2C1CCN2C (stereo not drawn)
    17	-11	-9	15	6	6
15: CC12OCCN1CCO2
    4	-3	12	11	13	5
16: C(=C/[PH+](c1ccccc1)c1ccccc1)/[PH+](c1ccccc1)c1ccccc1.C(=C/[PH+](c1ccccc1)c1ccccc1)/[PH+](c1ccccc1)c1ccccc1.C(=C/[PH+](c1ccccc1)c1ccccc1)/[PH+](c1ccccc1)c1ccccc1.[Pt]
    37	18	36	9	14	37
17: Brc1ccc2nncc(N3CC3)c2c1
    -21	-17	5	-13	-9	8
18: CSCCC(NC(=O)C(Cc1ccccc1)NC(=O)CNC(=O)CNC(=O)C(N)Cc1ccc(O)cc1)C(=O)O (stereo not drawn)
    16	2	-6	12	14	26
19: c1ccc(C2NC2c2ccccc2)cc1 (stereo not drawn)
    -4	-13	3	1	-7	-22
20: CC1(C)CC(N)C(=O)c2ccccc21 (stereo not drawn)
    29	-21	-6	7	-4	14
21: C=C1C(=O)OC2CC3(C)OC3C3OC3C3=CC(OC3=O)C12 (stereo not drawn)
    38	35	57	19	41	30
22: O=S(=O)(F)c1ccccc1C[P+](c1ccccc1)(c1ccccc1)c1ccccc1
    91*	86*	66	84*	83*	67
23: CC(C)=CC1C(C(=O)OCc2cc3c(cc2Cl)OCO3)C1(C)C (stereo not drawn)
    -4	12	-15	9	15	-49
24: C[C@]12CCC(O)CC1=CC[C@@H]1[C@@H]2CC[C@]2(C)C(O)[C@H](n3ccnc3)C[C@@H]12 (stereo partly drawn)
    -13	34	-6	30	-12	25
25: C[C@]12CC[C@H]3[C@@H](CC[C@]4(O)C[C@@H](O)CC[C@]34C=O)[C@@]1(O)CC[C@@H]2C1=CC(=O)OC1
    39	-22	19	38	35	18
26: CC(C)CCC[C@@H](C)[C@H]1CC[C@H]2[C@@H]3CC=C4C[C@@H](OC(=O)Cl)CC[C@]4(C)[C@H]3CC[C@]12C
    -13	-25	-15	-24	-3	2
27: COc1cc(C2c3cc4c(cc3C(OC(C)=O)C3COC(=O)C23)OCO4)cc(OC)c1OC (stereo not drawn)
    10	-20	3	14	-12	-4
28: O=[N+]([O-])/N=c1/nc2scc(-c3ccc([N+](=O)[O-])cc3)n2s1
    32	7	20	17	-6	-7
29: Cn1cnc(C(=N)[Se])c1N
    68	71*	31	83*	91*	-25
30: CCOC(=O)/C(=C\c1cccc(C(F)(F)F)c1)[Se]c1ccccc1
    20	-24	20	32	-15	19

Three entries out of the list, sorted by SMILES length, highest first:
Order of results – yeast mlh1 rad18	yeast mec2-1	sgs1 mgt1	yeast rad50	yeast bub3	yeast cln2 rad14
24: C[C@]12CCC(O)CC1=CC[C@@H]1[C@@H]2CC[C@]2(C)C(O)[C@H](n3ccnc3)C[C@@H]12 (stereo partly drawn)
    -13	34	-6	30	-12	25
4: CCC1(C(C)C=C(C)C)C(=O)NC(=O)NC1=O (stereo not drawn)
    -10	-12	-5	-29	10	1
10: CC(Br)C(=O)OCC(C)(C)C (stereo not drawn)
    3	-4	6	3	2	5

The listing picks up with the 4 entries that preceded the break.
Order of results – yeast mlh1 rad18	yeast mec2-1	sgs1 mgt1	yeast rad50	yeast bub3	yeast cln2 rad14
27: COc1cc(C2c3cc4c(cc3C(OC(C)=O)C3COC(=O)C23)OCO4)cc(OC)c1OC (stereo not drawn)
    10	-20	3	14	-12	-4
28: O=[N+]([O-])/N=c1/nc2scc(-c3ccc([N+](=O)[O-])cc3)n2s1
    32	7	20	17	-6	-7
29: Cn1cnc(C(=N)[Se])c1N
    68	71*	31	83*	91*	-25
30: CCOC(=O)/C(=C\c1cccc(C(F)(F)F)c1)[Se]c1ccccc1
    20	-24	20	32	-15	19
31: C/C(=N\N=C(N)N)C(CN1CCCCC1)C(c1ccccc1)c1c(O)c2ccccc2oc1=O (stereo not drawn)
    17	-3	11	14	29	24
32: C[C@]12CCc3nonc3C1CC[C@@H]1C2CC[C@]2(C)C(=O)/C(=N\O)CC12 (stereo partly drawn)
    -17	-12	-1	-10	6	15
33: CNC(=O)Oc1cccc(NC(=O)OCCOC)c1
    6	8	8	1	5	-5
34: CC12CC3OC(=O)C1COC14OC5(C2C1=O)C(O)(CCC1C4CC2OC24CC=CC(=O)C14C)C(=O)OC35C (stereo not drawn)
    -68	27	10	22	17	4
35: CC1=C(C)C(=O)OC(C(C)(O)C2(O)CC3OC34C3CC(O)C56OC5C=CC(=O)C6(C)C3CCC42C)C1 (stereo not drawn)
    62	54	50	42	37	50
36: C(CCC[Te][Te]CCCCCCOC1CCCCO1)CCOC1CCCCO1 (stereo not drawn)
    90*	48	68	85*	69	62
37: Cc1ccc(O)c(Cl)c1
    38	5	-19	-1	0	-12
38: CN(C1=NCCO1)c1cccc2ccccc12
    -27	-32	-40	-40	-33	-38
39: O=C1C=CC(=O)N1CO
    9	19	9	23	27	6
40: CC12CCC3C(CCC4CC(N5CCCCC5)=CCC43C)C1CCC2O (stereo not drawn)
    98*	89*	47	49	84*	73*
41: Cn1nc2ccc3nccc(NCCNCCCl)c3c2n1
    -21	-31	-22	7	-19	3
42: O=C(O)CN1CCN(CC(=O)O)CC(=O)[O][Hg][O]C(=O)C1
    99*	99*	99*	99*	99*	98*
43: C/C(=N\N)C(CN(C)C)C(c1ccccc1)c1c(O)c2ccccc2oc1=O (stereo not drawn)
    40	12	18	13	13	13
44: CN(C)P(=S)(N(C)C)N1CCOCC1
    -9	-13	7	-8	-28	-17
45: CC(C)CCC(=O)OC1CCC2(C)C(=CCC3C4CCC(=O)C4(C)CCC32)C1 (stereo not drawn)
    13	12	5	3	-2	-19
46: C/C(=N\NC(N)=O)C(CN1CCOCC1)C(c1ccccc1)c1c(O)c2ccccc2oc1=O (stereo not drawn)
    63	54	78*	70*	68	60
47: S=C(S)N1CCCCC1
    71*!	90*!	98*!	73*!	99*!	0&33&29
48: N#CC(C#N)=Cc1ccccc1C(=O)O
    -4	11	-12	15	7	15
49: CCOP(=S)(OCC)OC(c1ccc(Cl)cc1)c1ccc(Cl)cc1
    12	6	0	13	50	16
50: [Br][Ni][Br].c1ccc(CN2CCN(Cc3ccccc3)CCN(Cc3ccccc3)CCN(Cc3ccccc3)CC2)cc1
    98*	98*	98*	97*	99*	98*
51: COc1ccc(C(c2c(O)c3ccccc3oc2=O)c2c(O)c3ccccc3oc2=O)c(OC)c1
    -10	13	4	-19	-2	-39
52: N#CCCCC#N
    -8	5	-3	2	-2	-11
53: O=[As]c1ccc2c(c1)NC(O)=CO2 (stereo not drawn)
    32	39	21	22	20	28
54: O=[C-]CCCCCC[C-]=O.[C-]#[O+].[C-]#[O+].[C-]#[O+].[C-]#[O+].[Fe+6].[Fe+6].[c-]1[c-][c-][cH-][c-]1.[c-]1[c-][c-][cH-][c-]1
    93*	98*	97*	98*	99*	98*
55: [CH3][Hg][O]C(C)=O
    100*	100*	100*	99*	100*	99*
56: CC(=O)Nc1ccc2c(c1)C(=O)c1cc(NC(C)=O)ccc1-2
    -8	-10	-14	24	-3	2
57: C/C(=N\NS(=O)(=O)c1ccc(C)cc1)C(CN1CCOCC1)C(c1ccccc1)c1c(O)c2ccccc2oc1=O (stereo not drawn)
    88*	86*	87*	88*	84*	89*
58: NCC(Cc1ccccc1)P(=O)(O)O (stereo not drawn)
    -23	-29	-26	-24	-28	-42
59: COc1ccc2c(c1O)[C@@]13CCCC=C1[C@@H](C2)[N+](C)(C)CC3
    -30	14	-20	22	-1	16
60: O=C(CCl)OCc1ccccc1
    55	31	10	34	5	-22

Quoted from the listing.
yeast mec2-1 with CC(C)CCC(=O)OC1CCC2(C)C(=CCC3C4CCC(=O)C4(C)CCC32)C1 (stereo not drawn) = 12
sgs1 mgt1 with S=C(S)N1CCCCC1 = 98*!
sgs1 mgt1 with COc1ccc(C(c2c(O)c3ccccc3oc2=O)c2c(O)c3ccccc3oc2=O)c(OC)c1 = 4

New compounds follow
Order of results – yeast mlh1 rad18	yeast mec2-1	sgs1 mgt1	yeast rad50	yeast bub3	yeast cln2 rad14
61: N#C[SH2+].N#C[SH2+].N#C[SH2+].N#C[SH2+].[Cu+2].c1ccc(C[P+](c2ccccc2)(c2ccccc2)c2ccccc2)cc1
    97*	98*	98*	97*	93*	91*
62: O=C(O)C(CSC(c1ccccc1)(c1ccccc1)c1ccccc1)NC(c1ccccc1)(c1ccccc1)c1ccccc1 (stereo not drawn)
    13	5	5	2	-17	-26
63: COC(=O)C(C)N(CCCl)P1(=O)OCCCN1CCCl (stereo not drawn)
    21	25	-6	49	-21	9
64: Cc1cc(N(CCCl)CCCl)ccc1CN1CCCN(Cc2ccc(N(CCCl)CCCl)cc2C)C1c1ccc(N(CCCl)CCCl)cc1C
    99*	98*	99*	98*	98*	87*
65: O=C1c2c(ccc3ccccc23)CN2CCCCC12 (stereo not drawn)
    45	20	62	42	40	14
66: Clc1ccc(Cl)c(Cl)c1
    98*	99*	99*	98*	62	96*
67: N/N=C/c1cccnc1
    -3	-3	7	7	14	-33
68: CC1=C(O)C(=O)C=C2C1=CC=C1[C@@]2(C)CC[C@@]2(C)[C@@H]3C[C@](C)(C(=O)O)CC[C@]3(C)CC[C@]12C
    84*	93*	94*	90*	92*	91*
69: CC(NC(=O)c1c(O)[nH]c(=S)[nH]c1=O)c1ccc([N+](=O)[O-])cc1 (stereo not drawn)
    15	14	36	18	12	19
70: O=C(OCC1CCCN2CCCCC12)c1cccnc1 (stereo not drawn)
    -25	-11	-28	8	-8	15
71: CCOP(=O)(OCC)c1cc2cc(O)ccc2oc1=O
    -51	-26	-32	-40	-9	3
72: O=[N+]([O-])c1ccc(Cl)cc1
    -6	15	13	23	17	16
73: C=C(C)C1C2CC3(C)C4(CO4)C4OC4C3(O)C1C(=O)O2 (stereo not drawn)
    -47	-16	15	13	5	4
74: S=C(N/N=C/c1ccc(Cl)cc1)NC1CN2CCC1CC2 (stereo not drawn)
    12	10	-22	-2	-8	-16
75: O=C1CC(=O)NC(=S)N1
    -6	21	-14	2	5	-21
76: O=C(CCC1C(=O)NC(=S)NC1=O)c1ccc2ccccc2c1
    -8	18	-12	15	-8	5
77: COc1cc2cc[n+](C)cc2cc1OC
    36	6	16	25	16	10
78: CCCCCCCC/C=C\CCCCCCCCN1CC(C(=O)[O][Pb]([CH2]C)([CH2]C)[CH2]C)CC1=O (stereo not drawn)
    66	29	66	30	23	9
79: NNC(=O)c1n[nH]nc1N
    -7	-4	3	-1	-12	-30

Assay outcomes (PubChem BioAssay)

Some of the compounds tested (hit frequency here may not be typical).
